# Screening data deposited in PubChem BioAssay by National Center for Advancing Translational Sciences (NCATS).
# EPAC1 antagonist – antagonists of human EPAC1. EPAC1 GEF assay, Rap1b-BODIPY-GDP exchange fluorescence. Potency, µM (series often up to 115 µM), for inactives: top-dose activity change, negative = inhibition, actives largely listed as inhibitors. AID 720709. 0.14% of 360,000 active. O95398;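 also: plate controls were vehicle for no effect and positive control for full effect; nearly all actives have a fitted effect of over 50% in size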
# aSyn rescue – inhibitors of alpha-synuclein toxicity in yeast; Potency, µM (highest dose often 46.1 µM), for inactives: at the top dose growth rescue (activation), actives largely listed as activators; 0.14% of 370,000 active; Yeast expressing alpha-synuclein, growth rescue, BacTiter-Glo, 24 h; also: % of control where 0% means no effect; nearly all actives have a fitted effect of over 65% in size
#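 Rescue of yeast growth: cells expressing toxic alpha-synuclein, induced in galactose at OD600 0.02, incubated with compound 24 h at 30 C. ATP luminescence quantified growth; inhibitors of toxicity appear as activators.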
# TDP43 rescue – rescues yeast growth from TDP-43 toxicity. Potency, µM (doses to about 46.1 µM), inactives show at the top dose growth rescue (activation), most hits filed as activators. TDP-43 expressing yeast growth rescue, BacTiter-Glo, 24 h. 1.8% of 410,000 active; also: % of control where 0% means no effect; nearly all actives have a fitted effect of over 50% in size
#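 Yeast cells expressing TDP-43 under galactose induction are exposed to compounds for 24 hr at 30 deg C. BacTiter-Glo luminescence measures growth, so protective compounds score as activators.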
# EPAC1 ag – EPAC1 (human) agonism | Potency, µM (highest dose often 154 µM), for the others: at the highest dose activation, most hits filed as activators | EPAC1 agonist qHTS, biochemical assay; response scale: 100% = response to 6.5 mM cAMP | O95398 | 0.073% of 360,000 active; also: nearly all actives have a fitted effect of over 60% in size
#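 Nucleotide exchange assay: 100 nM EPAC1 with 250 nM Rap1B loaded with BODIPY-GDP and 50 uM GDP, room temperature. Fluorescence (480/540 nm) read every 5 min for 30 min; signal change normalized to 6.5 mM cAMP as full agonist.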
# FUS suppressor – suppressors of FUS proteinopathy in yeast; S. cerevisiae FUS-expressing, growth rescue, OD600, 24 h; Potency, µM (highest dose often 76.6 µM), for inactives: top-dose growth rescue (activation), most hits filed as activators; 0.24% of 390,000 active;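 also: plate controls were DMSO vehicle for no effect and reference control for full effect; nearly all actives have a fitted effect of over 55% in size; some results filed as inactive show a strong effect at the top dose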
#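 Restored growth of FUS-toxic S. cerevisiae, read as 600 nm absorbance after 24 h at 30C in galactose medium (starting OD 0.005). Controls CP55940 and DMSO.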
# EPAC2 ag – EPAC2 (human) agonism; EPAC2 activation, biochemical qHTS; response scale: 100% = 6.5 mM cAMP response; Potency, µM (highest dose often 154 µM), for inactives: at the highest dose activation, hits mostly activators; Q8WZA2; 0.079% of 360,000 active; also: nearly all actives have a fitted effect of over 50% in size
# Target sequence (Q8WZA2 whole entry, looked up): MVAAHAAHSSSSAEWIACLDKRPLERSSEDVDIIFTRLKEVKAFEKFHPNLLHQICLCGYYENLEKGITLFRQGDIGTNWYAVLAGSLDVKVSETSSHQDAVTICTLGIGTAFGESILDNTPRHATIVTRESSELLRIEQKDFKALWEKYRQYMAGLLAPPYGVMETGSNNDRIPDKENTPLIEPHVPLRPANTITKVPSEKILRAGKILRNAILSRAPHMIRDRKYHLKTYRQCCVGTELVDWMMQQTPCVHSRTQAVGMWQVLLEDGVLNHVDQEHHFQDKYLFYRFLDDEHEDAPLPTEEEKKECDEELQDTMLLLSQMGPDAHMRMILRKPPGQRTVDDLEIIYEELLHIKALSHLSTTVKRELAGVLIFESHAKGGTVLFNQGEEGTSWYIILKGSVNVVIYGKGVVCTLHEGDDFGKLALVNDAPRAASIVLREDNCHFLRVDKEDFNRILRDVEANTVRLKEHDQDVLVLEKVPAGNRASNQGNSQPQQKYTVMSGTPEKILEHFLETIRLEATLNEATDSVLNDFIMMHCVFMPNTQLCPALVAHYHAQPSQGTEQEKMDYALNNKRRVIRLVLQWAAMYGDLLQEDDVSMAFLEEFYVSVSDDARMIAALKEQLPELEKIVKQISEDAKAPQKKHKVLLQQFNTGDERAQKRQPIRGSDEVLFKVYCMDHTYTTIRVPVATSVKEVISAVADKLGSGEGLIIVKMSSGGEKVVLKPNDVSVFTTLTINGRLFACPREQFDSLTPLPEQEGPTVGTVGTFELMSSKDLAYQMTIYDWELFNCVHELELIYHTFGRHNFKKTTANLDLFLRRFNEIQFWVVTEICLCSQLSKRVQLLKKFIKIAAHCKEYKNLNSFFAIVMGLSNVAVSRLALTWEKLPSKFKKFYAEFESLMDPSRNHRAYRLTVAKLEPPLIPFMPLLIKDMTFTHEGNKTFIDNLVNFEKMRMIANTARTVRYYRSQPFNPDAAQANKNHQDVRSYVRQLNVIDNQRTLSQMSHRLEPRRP
#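 EPAC2 (100 nM) mixed with Rap1B loaded with BODIPY-GDP (250 nM) plus 50 uM unlabeled GDP; compounds pinned in, 5 min RT, then read every 5 min for 30 min (ex 480, em 540 nm). Normalized to cAMP control.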
# EPAC2 antag – EPAC2 (human) antagonism. Q8WZA2. EPAC2 GEF exchange of Rap1B-BODIPY-GDP, fluorescence. Potency, µM (top dose mostly 114 µM), inactives show at the top dose activity, negative = inhibition, actives largely listed as inhibitors. 0.18% of 360,000 active. AID 720708; also: % is scaled to controls: 0 for no effect and ±100 for the full control effect; nearly all actives have a fitted effect of over 45% in size; many of its hits are not listed in these tables
# PTHR1 agonist – activates the human parathyroid hormone receptor PTHR1; Potency, µM (doses to about 115 µM), for the others: at the highest dose activation, actives largely listed as activators; AID 743266; Q03431; HEK293 GP2 PTHR1 cells, GloSensor cAMP luminescence, 1 h; 0.075% of 410,000 active; also: nearly all actives have a fitted effect of over 55% in size; some results filed as inactive show a strong effect at the top dose; inactives centre near -15; many of its hits are not listed in these tables
#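 HEK-293-derived GP2 cells expressing PTHR1 and a GloSensor cAMP reporter, 3,000/well, plated overnight, given luciferin plus IBMX (each 0.5 mM as added) for 1 h at 37 °C, then compound for 1 h at 37 °C. Luminescence was read after 15 min at room temperature.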
# The depositor's hits bear a star; i = inactive; ? = inconclusive; nt = not tested or not shown; & = joins results of further samples; [ ] = remark or other dose. Calls follow the shape of the dose curve; as a rule, active = well fitted curve in the direction sought with a large enough effect; inconclusive = small, poorly fitted or top-dose-only effect, or another doubt; inactive = no such curve, though single readings can be large; an effect the other way counts as inactive or inconclusive. Potency is read from the fitted curve at half-maximal effect.
nr	SMILES	EPAC1 antagonist	PTHR1 agonist	FUS suppressor	aSyn rescue	EPAC2 antag	TDP43 rescue	EPAC2 ag	EPAC1 ag
1	O=C(O)CN1C(=O)C2C3CC(C2C1=O)C1C(c2ccccc2)c2sc(=O)[nH]c2SC31 (stereo not drawn)	2.8%	1.7%	nt	2.2%	4.9%	5.9%	-8.8%	-7.2%
2	O=C(CSc1nnnn1-c1ccc(Cl)cc1)N1CCc2ccccc2C1	-0.5%	i	?	-25.4%	1.5%	0.0%	2.3%	0.4%
3	COc1ccc(O)c(-c2[nH]ncc2C(=O)c2ccccc2C)c1	-3.0%	-20.7%[57.5 µM]	15.9%	-0.4%	-3.6%	10.5%	10.5%	3.4%
4	O=C(CCC1CCCN(C2C3CC4CC(C3)CC2C4)C1)NCc1ccc(F)c(F)c1 (stereo not drawn)	-14.9%	-6.6%	10.0%	-1.6%	1.0%	nt	-2.4%	7.4%
5	NC(N)=NC(N)=Nc1cccc(Cl)c1	-12.2%	-17.4%	2.0%	1.3%&-1.9%	0.6%	?	-9.7%	0.1%
6	COC(CNC(=O)c1ccc(N2CCCC2=O)cc1)OC	-6.1%	-25.8%	15.0%	0.5%	-7.3%	-7.6%	9.1%	2.4%
7	O=C(CCC(=O)N(CC(=O)NC1CCCC1)Cc1cccs1)Nc1nccs1	6.2%	i	8.8%	0.2%	-1.2%	-0.1%	7.2%	-9.7%
8	O=C(COc1ccc(Cl)cc1)N1CCN(S(=O)(=O)c2ccccc2)CC1	-11.6%	-34.9%[inhibitor]	-0.2%	3.7%	-8.7%	-7.5%	13.4%	8.8%
9	Cn1c(Cc2ccccc2)nnc1SCC(=O)Nc1ccccc1N1CCOCC1	4.5%	i	10.2%	8.2%	2.1%	9.5%	-0.6%	-3.8%
10	O=C(NCCc1c[nH]c2ccccc12)C1Cc2ccccc2CN1C(=O)c1ccco1 (stereo not drawn)	-3.6%	-28.6%[57.5 µM]	36.9%	7.4%	-6.7%	11.8%	-2.1%	-0.8%
11	O=C(O)C(c1ccccc1)C(O)C1CC=CCC1 (stereo not drawn)	4.8%	-15.3%	-3.9%	-13.2%	6.4%	6.4%	7.5%	4.5%
12	COc1ccc(OC)c(NC(=O)CSc2nnc(NC(=O)c3ccco3)s2)c1	-13.9%	-74.5%[inhibitor]	nt	-3.7%	-5.5%	3.6%	4.9%	-4.4%
13	CCCCNC(=O)C1CCN(C/C(C)=C/c2ccccc2)CC1	-8.7%	-23.3%	-14.3%	-0.5%	-3.3%	7.2%	-0.1%	-1.2%
14	Oc1ccc(/C=N/n2cnn(Cc3ccccc3Cl)c2=S)c(O)c1	-6.6%	-24.1%	8.8%	2.7%	-7.8%	5.3%	28.4%	-2.4%
15	O=C(N/N=C/c1ccco1)c1cccc(S(=O)(=O)Nc2ccccc2Cl)c1	14.8%	i	?	-0.9%	17.5%	-10.8%	0.6%	2.9%
16	CN(C)c1nnnn1-c1ccc(Oc2ccccc2)cc1	20.9%	-14.2%	2.1%	0.0%	-4.0%	29.6%	0.1%	-0.5%
17	Cc1ccccc1OCC(=O)NN1C(=O)C2C3C=CC(O3)C2C1=O (stereo not drawn)	-19.3%	35.4%	34.7%	13.5%	-13.7%	-13.6%	4.7%	-9.0%
18	CCSc1nnc(NC(=O)C2CC=CCC2C(=O)O)s1 (stereo not drawn)	1.5%	i	0.7%	1.3%	-4.7%	-5.4%	5.2%	3.6%
19	Cc1cc2nc(C)c(=O)n(C)c2cc1C	12.0%	i	7.2%	3.5%	8.1%	?	9.3%	-1.5%
20	CCOC(=O)CC[C@H](NC(=O)Cn1cnc2c(SC)nc(N)nc21)C(=O)OCC	-6.3%	4.9%	-20.5%	-2.2%	-4.9%	-4.4%	5.8%	-20.5%
21	CC(C)(CC(=O)O)CC(=O)N1CCCN(c2nccc(C(F)(F)F)n2)CC1	13.8%	i	-0.7%	0.7%	15.4%	0.9%	7.1%	-8.3%
22	CCc1cc(C)c(O)c(CC)n1	-7.1%	i	-33.3%	-12.2%	-1.3%	2.3%	-80.5%[inhibitor][15.6 µM]	-1.3%
23	COc1ccc(C)cc1S(=O)(=O)N1CCN(C)CC1c1ccccc1 (stereo not drawn)	0.1%	-22.1%	nt	-8.8%	-8.2%	-18.3%	9.9%	-3.0%
24	Cc1cc([N+](=O)[O-])nn1CCCC(=O)Nc1ccc(Cl)cc1Cl	-5.9%	-8.9%	12.6%	2.0%	3.6%	28.8%	11.9%	4.9%
25	Cc1ccc(C(C)C)c(OCc2nn(CC(=O)c3ccc(Cl)cc3)c3[n+]2CCCCC3)c1	-24.2%	-16.6%	?	-25.2%	-1.0%	-14.2%	-11.2%	0.4%
26	CCSc1nnc(NC(=O)C(C(F)(F)F)C(F)(F)F)s1	5.2%	-3.8%[57.5 µM]	13.8%	-6.5%	1.6%	24.5%	?	-0.9%
27	O=C(N/N=C/c1c(O)ccc2ccccc12)c1ccc(CO)nc1	?	i	36.8%	-1.3%	7.8%	nt	9.2%	-1.9%
28	CC(=O)Nc1ccc(S(=O)(=O)NNC(=O)COc2ccc(Cl)cc2Cl)cc1	-12.4%	i	-2.3%	0.3%	?	-4.5%	-15.2%	5.7%
29	Cc1ccc(NC(=O)c2cc(NC(=O)CCC(=O)O)ccc2N2CCCCC2)cc1	4.4%	-21.7%	-3.0%	2.7%	6.0%	-14.5%	-5.5%	-5.7%
30	CCCOc1ccc(C2/C(=C(/O)c3ccccc3)C(=O)C(=O)N2CCCN(C)C)cc1OC (stereo not drawn)	1.4%	-7.6%[57.5 µM]	6.8%	5.2%	-4.1%	-2.6%	3.5%	-7.9%

# One compound at a time (already shown). Order of screens: EPAC1 antagonist, PTHR1 agonist, FUS suppressor, aSyn rescue, EPAC2 antag, TDP43 rescue, EPAC2 ag, EPAC1 ag
# Listed for O=C(N/N=C/c1ccco1)c1cccc(S(=O)(=O)Nc2ccccc2Cl)c1 → 14.8%, i, ?, -0.9%, 17.5%, -10.8%, 0.6%, 2.9%
# Listed for Cc1ccc(NC(=O)c2cc(NC(=O)CCC(=O)O)ccc2N2CCCCC2)cc1 → 4.4%, -21.7%, -3.0%, 2.7%, 6.0%, -14.5%, -5.5%, -5.7%
# Listed for COC(CNC(=O)c1ccc(N2CCCC2=O)cc1)OC → -6.1%, -25.8%, 15.0%, 0.5%, -7.3%, -7.6%, 9.1%, 2.4%
# Listed for CCc1cc(C)c(O)c(CC)n1 → -7.1%, i, -33.3%, -12.2%, -1.3%, 2.3%, -80.5%[inhibitor][15.6 µM], -1.3%

# The list goes on.
nr	SMILES	EPAC1 antagonist	PTHR1 agonist	FUS suppressor	aSyn rescue	EPAC2 antag	TDP43 rescue	EPAC2 ag	EPAC1 ag
31	N=c1c(S(=O)(=O)c2ccccc2)cc2c(=O)n3ccccc3nc2n1Cc1cccnc1	13.2%	i	-1.8%	0.2%	-13.8%	-37.5%[inhibitor]	3.0%	12.4%
32	CCCCCCN=CC1=C(O)C(C(=O)OC)C(C)(C)CC1=O (stereo not drawn)	-16.7%	i	-35.1%	2.6%	8.4%	7.7%	3.0%	4.1%
33	CC(C)(C)c1cc(=O)n2[nH]c(N)nc2n1	2.2%	-0.6%	-8.8%	2.2%	12.3%	-7.9%	4.4%	3.7%
34	O=C(CNC(=O)c1cccc(F)c1)N/N=C/c1cccnc1	-23.9%	13.3%	-15.1%	-6.0%	1.9%	4.6%	4.2%	8.0%
35	Nc1nnc(CCS(=O)(=O)c2ccc(Br)cc2)s1	-1.5%	i	-26.3%	1.1%	18.1%	-6.5%	2.6%	-4.0%
36	COCCn1c(-c2ccc(SC)cc2)nc2c1c(=O)[nH]c(=O)n2CC(C)C	-6.5%	i	19.3%	7.4%	-6.4%	-10.4%	-7.4%	-1.9%
37	NC(=O)c1nsc(C(=O)N(c2ccccc2F)C(C(=O)NCc2ccc(F)cc2)c2ccc(O)cc2)c1N (stereo not drawn)	-26.9%	-39.3%[inhibitor]	23.3%	1.5%	0.2%	-2.9%	0.0%	6.9%
38	Cc1ccccc1NC(=O)CCC(=O)N/N=C/c1ccncc1	-10.1%	i	14.0%	-7.9%	4.8%	-13.3%	5.0%	0.4%
39	CC(C)(C)NC(=O)Cn1nnc(-c2ccc(OCc3c(F)cccc3Cl)cc2)n1	-12.5%	-15.5%	-7.5%	0.9%	-6.1%	-14.5%	16.5%	14.2%
40	CCCCCCCn1ccc(O)c(CC(=O)OC)c1=O	4.4%	50.1µM*	24.9%	-10.4%	33.8%[activator]	-5.9%	10.5%	-0.1%
41	Cc1nc2nc(-c3ccccc3)cc(=O)n2[nH]1	9.4%	-10.1%[57.5 µM]	23.7%	-11.2%	4.1%	1.1%	2.3%	0.7%
42	CN(C)S(=O)(=O)c1cccc(NC(=O)c2cc(-c3cccs3)nn2-c2cccc(Cl)c2)c1	-6.7%	-2.3%	nt	0.6%	-0.1%	3.8%	6.4%	11.9%
43	COc1ccc(S(=O)(=O)Nc2ccc(OCC(=O)O)cc2)c2ccccc12	-14.9%	i	29.5%	2.8%	89.1µM*	-18.9%	7.3%	8.2%
44	N#Cc1c(NC(=O)C2CC(Cl)=CCC2C(=O)O)sc2c1CCCCC2 (stereo not drawn)	-11.8%	-23.5%	21.9%	-8.1%	8.3%	0.0%	4.8%	-7.2%
45	COc1ccc2oc(=O)c(C(=O)C[n+]3cccc(C)c3)cc2c1	24.4%	i	29.4%	-1.0%	-6.6%	-16.5%	0.9%	0.2%
46	O=C(CSc1nc2ccccc2c2nc3ccccc3n12)NCc1ccco1	?	i	41.0%	0.1%	9.9%	15.7%	-10.0%	-11.8%
47	O=C(CCC1CCCN(C(=O)CC2=CCCCC2)C1)N1CCN(c2ccccn2)CC1 (stereo not drawn)	5.8%	-29.2%	4.7%	0.8%	-1.7%	-6.6%	0.2%	3.5%
48	N#Cc1ccc(OCC(=O)OCC(=O)Nc2ccc(N3CCOCC3)cc2)cc1	-6.3%	i	16.0%	-4.2%	0.3%	-12.4%	8.7%	-0.1%
49	COc1ccccc1C(=O)Nc1ncc2c(n1)CC(c1ccco1)CC2=O (stereo not drawn)	8.2%	-4.6%	16.6%	10.2%	0.0%	-5.2%	8.4%	-0.1%
50	CN(C1CCCCC1)S(=O)(=O)c1ccc2c(c1)c(=O)c(C(=O)NCCCN1CCCC1)cn2C	-14.1%	-5.6%	-3.5%	-0.1%	-5.5%	1.2%	3.1%	-1.1%
51	CCC(CC)C(=O)Nc1nnc(S(=O)(=O)N(CC)c2ccc(OC)cc2)s1	-5.6%	-19.9%	16.6%	2.4%	7.8%	13.1%	-8.2%	-17.1%
52	CCOC(=O)c1ccc(Oc2coc3cc(O)ccc3c2=O)cc1	-9.8%	i	-14.6%	-6.9%	9.2%	-17.3%	-6.2%	-5.8%

# The list is partial, so the mix of outcomes need not match the whole.
